# Autophagy mod: alters autophagy in cells; calls only at 10 µM (by protocol); hit rate 0.98% among 190,000; MEF GFP-LC3 puncta imaging; test concentration mostly 10 µM;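 active means percentage of spot-positive cells more than 3 SD above its plate mean, without a fluorescence outlier flag or 80% toxicity; inconclusive means no clear call, values can overlap the other calls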;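 further: spot-positive cell cutoff set from DMSO-treated cells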
# MT stabilizer: microtubule stabilizers in HeLa cells. % tubulin-high responders, % at 10 µM. HeLa tubulin immunostaining HCS, 24 h; share of cells brighter than vehicle mean+2SD. hit rate 0.83% among 200,000;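 active means plate Z-score above 3 for both tubulin-high and condensed-nucleus cell shares, with cell loss under 80%, at 10 µM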;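 further: anti alpha tubulin signal scored within the nucleus-defined area of each cell; some results filed as inactive read as strong as hits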
# Insulin prom up: MIN6 insulin promoter up-regulation. MIN6 insulin promoter-GFP reporter, high-content imaging; active compounds read high. z-score at 5 µM. hit rate 0.3% among 190,000. AID 1625;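 active means z-score above 3 at 5 µM with at least 500 cells counted in the well; inconclusive means wells under 500 cells, flagged as cytotoxic or low count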
# WT yeast gro inh: growth inhibition of WT yeast, mitochondrial fusion screen. hit rate 2.1% among 190,000. mitochondrial fusion phenotypic screen, WT strain. inhibition, % at 10 µM; in the data active means inhibition above about 58%; tested in S. cerevisiae
# Lipid droplet: modulators of hepatic lipid droplet formation; hit rate 0.4% among 240,000; AML12 mouse hepatocytes, oleate lipid droplets, BODIPY imaging; inhibition, % at 6.5 µM;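 active means lipid droplet intensity inhibited by at least 50%, with more than 500 cells counted; inconclusive means wells with under 300 cells, treated as cytotoxic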
#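 Assay system: AML12 hepatocytes (mouse) / Also added: 100 µM oleic acid challenge / Times: overnight treatment with compound plus oleate / Detection: high-content imaging of BODIPY-stained droplets and DAPI nuclei / Evaluation: % inhibition of lipid droplet signal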
# b-catenin transl: modulators of beta-catenin nuclear translocation | AID 1665 | HeLa beta-catenin nuclear translocation, immunofluorescence imaging | nuclear translocation activity, % at 5 µM | hit rate 0.3% among 190,000;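 active means nuclear translocation activity above 50% at 5 µM, with a well cell count of 50 or more; inconclusive means wells under 50 cells across six images, flagged as toxic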;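 further: per-cell ratio of nuclear to cytoplasmic median beta-catenin stain intensity; plate controls were DMSO negative control for no effect and GSK-3 inhibitor IX positive control for full effect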
#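 Read-out: Nuclear/cytoplasmic beta-catenin signal ratio, % activation | Assay system: Human HeLa cell line | Times: 24 h compound exposure at 37°C, 5% CO2 | Signal: Fluorescence imaging of beta-catenin antibody stain plus DAPI | Dosing: 5 µM primary, 0.02–20 µM confirmation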
# West Nile antiviral: inhibition of WNV-induced cytopathic effect – cell-based, CPE readout (AID 1621); West Nile virus-infected cells, CPE inhibition; higher % means a stronger effect; hit rate 0.02% among 290,000; one-dose CPE inhibition, % at 10 µM; IC50 in µM for titrated hits; in the data active means a potency from the dose series; inconclusive means CPE inhibition mostly from about 3.7% at the one dose, without a potency; inactive means the rest, 99 in 100 with CPE inhibition below about 2.2%; further: strong numbers were not always called active
# T cell HTS: modulates CD8 T cell binding to vesicles. hit rate 0.068% among 330,000. 2C CD8+ T cell-vesicle binding, flow cytometry; active compounds read low. calls only at 7 µM;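 active means response, share of CD8 T cells binding vesicles, and their 90th percentile fluorescence all below set limits, cut at about 80% in these data, passing the limit was not always enough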
#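 Also added: QL9-peptide-loaded Drosophila micro-vesicles bearing Ld, ICAM-1 and B7-1; Test system: purified 2C TCR transgenic mouse naive CD8+ T cells; Measured by: cytometric PE anti-B7-1 and Alexa647 anti-CD8 signals after 1% paraformaldehyde fixation; Timing: binding step 1.5 h, 37 °C, antibody labelling 20 min, ice.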
# Myeloid diff 2: promotes myeloid progenitor differentiation. AID 624256. ER-HoxA9 myeloid progenitors, lysozyme-GFP differentiation, flow cytometry. calls only at 10 µM. hit rate 1% among 360,000;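 active means normalized GFP-positive differentiation at or above the plate's own cutoff, the solvent-only control mean plus 3 SD; inconclusive means no clear call, values can overlap the other calls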;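 further: cells exposed to compound for four days before flow analysis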
# WT yeast gro inh mutant strain: second read-out of WT yeast gro inh, no call of its own (marks repeat the call); inhibition, %; mitochondrial fusion phenotypic screen, mutant strain inhibition
# Insulin prom up cell count: further read-out of Insulin prom up, marked with its call; cell count; measured here: cytotoxicity, nuclei count;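 total cells summed across four imaged fields per well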
# Lipid droplet cells 6.5 µM: also measured in Lipid droplet; calls as there; cell count; measured here: cell count, cytotoxicity flag;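 cells counted across two imaged fields per well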
# b-catenin transl cell count 5 µM: second read-out of b-catenin transl, no call of its own (marks repeat the call); cell count; measured here: cell count, cytotoxicity flag
# T cell HTS vesicle-bound %: second read-out of T cell HTS, no call of its own (marks repeat the call); double positive events, %; measured here: CD8+ vesicle-bound cell fraction;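 binding gate set so that unloaded-vesicle control wells show 10% double positive cells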
# MT stabilizer Hoechst-high %: second read-out of MT stabilizer, no call of its own (marks repeat the call); % Hoechst-high responders; measured here: nuclear condensation Hoechst responders;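 share of cells brighter than vehicle mean plus two SD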
# MT stabilizer cytotoxicity %: second read-out of MT stabilizer, no call of its own (marks repeat the call); toxicity, %; measured here: cytotoxicity by cell density;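 0% = mean cell density of plate MIN control wells and 100% = no cells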
# Autophagy mod cell loss 18 h: recorded beside Autophagy mod, whose call it bears; toxicity, %; measured here: cell loss, nuclei count;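 cell loss after 18 h compound exposure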
# Myeloid diff 2 GFP+ MAC1+ %: further read-out of Myeloid diff 2, marked with its call; GFP+ MAC1+ double positive, %; measured here: differentiation confirmed by MAC1 staining
# * = called active by the depositor; i = inactive; ? = inconclusive; . = not tested or not shown.
SMILES,Autophagy mod,Autophagy mod cell loss 18 h,MT stabilizer,MT stabilizer Hoechst-high %,MT stabilizer cytotoxicity %,Insulin prom up,Insulin prom up cell count,WT yeast gro inh,WT yeast gro inh mutant strain,Lipid droplet,Lipid droplet cells 6.5 µM,b-catenin transl,b-catenin transl cell count 5 µM,West Nile antiviral,T cell HTS,T cell HTS vesicle-bound %,Myeloid diff 2,Myeloid diff 2 GFP+ MAC1+ %
Cc1cccc(N(CC(O)CON=C2c3ccccc3-c3ccccc32)S(C)(=O)=O)c1 (stereo unspecified),i,-5,3.0,2.4,6.7,.,.,63*,20*,12,757,-13,1211,0.5%,i,31,i,1.2
Cc1ccc(S(=O)(=O)N[C@H](C(=O)NCC2CCC(C(=O)O)CC2)C(C)C)cc1 (stereo partly specified),.,.,.,.,.,.,.,.,.,0,805,.,.,-0.4%,i,34,i,0.8
O=C1/C(=C/c2ccc(F)cc2)SC(=S)N1CCCC(=O)N1CCCCC1CCO (stereo unspecified),.,.,.,.,.,.,.,.,.,-8,789,.,.,?,i,7,?,.
NS(=O)(=O)c1cccc(NC(=O)COC(=O)CN2C(=O)C3CC=CCC3C2=O)c1 (stereo unspecified),i,-6,2.8,2.4,7.7,2.1,1220,-3,-4,4,738,1.8,984,0.2%,i,54,i,0.4
Cc1ncc(CN=Cc2ccc(Cl)cc2)c(N)n1,.,.,.,.,.,0.05,1010,.,.,14,704,0.1,1337,0.4%,i,59,i,0.9
CCNC(=S)N/N=C(\C)c1cccc(OC)c1,i,-3,4.3,4.6,0.9,2.6,1050,9,-7,-10,698,-0.8,1055,0.5%,i,21,i,0.6
CCOC(=O)c1cnc2oc3ccccc3n2c1=O,.,.,.,.,.,.,.,.,.,8,793,.,.,1.8%,i,10,i,0.9
O=S(=O)(c1ccc(F)c(F)c1)N1CCN(c2ccccn2)CC1,.,.,.,.,.,.,.,.,.,0,765,.,.,-0.2%,i,60,i,0.7
Cc1cccc(C(=O)N[C@H](C(=O)Nc2ccc(C)c(S(=O)(=O)N(C)C)c2)C(C)C)c1,i,7,3.5,1.8,7.3,-0.16,1564,-5,23,6,665,-4.5,1082,-0.6%,i,32,i,0.4
CC(C)(C)n1ncc2c(=O)n(CC(=O)NCc3ccccc3Cl)cnc21,i,7,2.3,1.1,5.2,-0.19,1602,-6,1,.,.,-0.5,1367,-0.2%,i,18,i,1.0
CCOc1ccccc1CNCCNCC(C)O (stereo unspecified),i,-10,3.8,1.2,6.2,0.42,1472,0,4,0,733,1.7,736,0.0%,i,43,i,0.5
Cc1ccc(NC(=S)NCCN(C2CCCCC2)C2CCCC2)cc1,i,-2,2.1,2.3,0.8,-1.5,1326,17,21,11,772,-0.6,984,2.2%,i,24,i,0.6
CCOc1cccc(N(C(=O)c2ccco2)C(C(=O)NC2CCCC2)c2cccnc2)c1 (stereo unspecified),.,.,.,.,.,.,.,.,.,-6,799,.,.,1.0%,i,33,i,0.3
CCCc1cc(=O)[nH]c(SCCN2C(=O)c3ccccc3C2=O)n1,i,-1,1.5,2.0,9.1,0.26,1369,-8,-11,8,695,-2.1,1090,0.3%,i,20,i,0.1
COC(=O)c1ccc(NC(=O)COc2ccccc2OC)cc1,i,12,2.3,3.3,9.7,0.49,1276,-13,-4,.,.,-5.7,953,-0.4%,i,56,i,1.3
CCC1CCCCN1CCCNC(=O)CS(=O)Cc1nc(-c2ccc(OC)c(OC)c2)oc1C (stereo unspecified),.,.,.,.,.,.,.,.,.,37,694,.,.,-0.4%,i,3,i,6.3
O=C(CSc1n[nH]c(-c2ccccc2)n1)NC1CCCCC1,.,.,.,.,.,.,.,.,.,9,836,.,.,-0.1%,i,37,i,15
COc1ccc(C(C(=O)NCc2ccccc2)N(C(=O)c2snc(C(N)=O)c2N)c2ccccc2OC)cc1OC (stereo unspecified),.,.,.,.,.,.,.,.,.,-8,820,.,.,-0.8%,i,17,i,0.1
CCN(CC)c1ccc(NC(=O)C2CC(=O)N(Cc3ccccc3)C2)cc1 (stereo unspecified),i,-1,0.8,1.8,0.1,0.33,1182,-8,-12,-5,724,-0.7,1125,-0.4%,i,25,i,2.2
CCOc1ccccc1NC(=O)CSc1nnc(-c2ccco2)o1,i,-4,2.7,2.7,3.8,0.49,1459,-6,-1,.,.,-0.4,1459,-0.4%,i,48,i,0.4
O=C(O)CSc1nnc(-c2cccnc2)n1Cc1ccccc1,i,7,4.4,1.7,6.5,0.64,1236,2,-4,.,.,-5.1,955,-0.5%,i,12,i,4.9
CCC(=O)NCCNc1nc2cc(C)c(C)cc2cc1C#N,i,11,4.0,2.0,7.4,-0.22,1391,-8,-13,.,.,-0.7,1455,-0.5%,i,15,i,1.0
COc1cc2nc(SCC(N)=O)n(CCC3=CCCCC3)c(=O)c2cc1OC,i,5,4.0,2.9,11,-1.4,847,0,-5,5,696,-0.7,1045,0.5%,i,23,i,6.9
CCN(Cc1ccncc1)C(=O)c1cc(COc2ccc(C)c(C)c2)on1,.,.,.,.,.,.,.,.,.,24,803,.,.,-0.4%,i,8,i,0.4
COC(=O)COc1ccccc1/C=C1/NC(=O)NC1=O,i,-11,3.4,1.4,3.7,-0.71,1332,8,5,14,733,.,.,0.2%,i,46,i,0.4
C=CCSC1=NC(=O)/C(=C/c2cccs2)S1,i,19,1.8,2.1,6.9,0.3,1282,-20,-14,-3,578,-3.6,629,-0.6%,i,25,i,1.4
COCC(C)NS(=O)(=O)c1ccc(NC(=O)c2ccccn2)cc1 (stereo unspecified),.,.,.,.,.,-0.03,940,.,.,-6,723,0.4,1330,-0.4%,i,28,i,0.8
COc1cccc(/C=N/NC(=O)c2ccc3nc[nH]c3c2)c1,.,.,.,.,.,-0.21,1070,.,.,-15,672,2.1,1328,0.0%,i,21,i,0.3
Cc1cc(C)nc(NC(=O)c2c(C(=O)O)noc2C)n1,i,-4,3.3,3.1,4.6,-0.06,1268,-17,5,11,737,1.6,1081,.,i,51,i,0.5
Cc1ccc(SCCNC(=S)Nc2ccc(C)cc2C)cc1,i,11,3.9,2.3,4.5,-0.5,1229,69*,40*,-11,679,-3.7,570,-1.1%,i,41,i,0.4
COc1ccc(CNC(=O)CCC(=O)c2ccc(C)cc2)cc1OC,.,.,.,.,.,.,.,.,.,0,764,.,.,0.0%,i,9,i,0.7
CCc1nc(CNC(=O)C2CCC(=O)N(CCc3cccc(F)c3)C2)no1 (stereo unspecified),.,.,.,.,.,.,.,.,.,-28,623,.,.,-0.1%,i,56,i,6.8
Cc1c(NC(=O)C23CC4CC(CC(C4)C2)C3)c(=O)n(-c2ccccc2)n1C,.,.,.,.,.,.,.,.,.,-1,826,.,.,-0.5%,i,54,i,0.5
Cc1cc(=O)[nH]c(SCc2cccc(F)c2)n1,i,-7,1.8,1.8,7.9,.,.,-4,-25,1,739,-6.4,1277,-0.3%,i,27,i,1.1
CC1CN(C(=O)COC(=O)c2ccc(N(C)C)cc2)CC(C)O1 (stereo unspecified),i,-9,2.5,2.2,7.4,0.05,1635,-1,2,4,608,-5.5,1046,0.0%,i,31,i,0.3
CSc1nc2cc(Cl)ccc2s1,i,-61,2.9,3.5,7.3,0.82,1044,-10,-1,.,.,3.8,639,0.0%,i,18,i,0.6
COc1ccc(/C=C2\N=C(c3ccccc3)N(c3ccc(C(=O)O)cc3)C2=O)cc1OC,.,.,.,.,.,-0.33,1143,.,.,12,750,-1.1,1258,0.3%,i,31,i,0.2
CCC(=NC(CC)CO)C1=C(O)CC(C)(C)CC1=O (stereo unspecified),i,-11,5.5,1.8,9.6,-0.09,1219,10,9,.,.,-8.2,1005,-0.2%,i,42,i,10
CCOC(=O)c1ccc(NS(=O)(=O)c2ccc(Cl)nc2)cc1,i,-7,3.1,2.6,4.7,0.73,1149,-6,-19,10,701,1.0,1126,0.2%,i,9,.,.
COc1ccc(C2C=C(Nc3ccccc3)C(=O)N2c2ccccc2)cc1OC (stereo unspecified),i,4,3.1,2.0,3.2,-0.09,1150,12,5,2,655,3.3,918,-0.1%,i,35,i,0.6
COc1cc(NC(=O)COc2ccc(C)c(C)c2)ccc1NC(=O)c1ccco1,.,.,.,.,.,.,.,.,.,-12,808,.,.,-0.3%,i,17,i,0.5
COc1ccc(Cn2c(-c3ccc(OC)cc3)nc3c(c(=O)c4ccccc4n3C)c2=O)cc1,i,3,2.8,1.3,7.1,-0.03,1420,7,-4,-10,671,-2.4,1088,-0.7%,i,36,.,.

# Compound activity deposited in PubChem BioAssay by several laboratories.
